PGE2 EP2 inh: blocks the human prostaglandin E2 receptor EP2; P43116; C6 glioma cells expressing human EP2, cAMP TR-FRET; cells stimulated with saturating PGE2; inhibition, % at 25 µM; 260,000 tested, 0.52% active;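 active = percent inhibition above 40 after rounding to a whole number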;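 also: rat C6 glioma host cells with rolipram phosphodiesterase inhibitor present; the protocol text gives 20 µM as final concentration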
BaF3 parental: parental Ba/F3 viability inhibition as JAK2V617F counter-screen. CellTiter-Glo ATP luminescence. inhibition, % at 5.6 µM. 220,000 tested, 1.1% active;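 active = inhibition above a per-campaign cutoff, the mean inhibition of all tested compounds plus 3 SD, cut at about 27% in these data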;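 also: 0% = DMSO wells and 100% = JAK Inhibitor I control wells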
PPC-1+TRAIL kill: compounds killing PPC-1 cancer cells with TRAIL present (potentiator screen, no TRAIL-free arm). PPC-1 cells + TRAIL, ATPLite viability luminescence. cell killing (% activity), % at 4 µM. 220,000 tested, 0.41% active;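 active = cell killing above 50% in the first pass at 4 µM, then a duplicate retest at 5 µM averaging 50% or more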;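 also: plate controls were cells with TRAIL plus DMSO for no effect and medium-only wells lacking cells for full effect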
p47phox inh: p47phox (human) inhibition; P14598; p47phox/p22phox peptide binding, fluorescence polarization, 2 h; inhibition, % at 24.7 µM; 220,000 tested, 0.53% active; AID 1274;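 active = inhibition above about 30%, limit read from the data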;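 also: 0% = p47phox with labelled peptide and 100% = labelled peptide alone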
Target sequence (P14598 whole entry, looked up): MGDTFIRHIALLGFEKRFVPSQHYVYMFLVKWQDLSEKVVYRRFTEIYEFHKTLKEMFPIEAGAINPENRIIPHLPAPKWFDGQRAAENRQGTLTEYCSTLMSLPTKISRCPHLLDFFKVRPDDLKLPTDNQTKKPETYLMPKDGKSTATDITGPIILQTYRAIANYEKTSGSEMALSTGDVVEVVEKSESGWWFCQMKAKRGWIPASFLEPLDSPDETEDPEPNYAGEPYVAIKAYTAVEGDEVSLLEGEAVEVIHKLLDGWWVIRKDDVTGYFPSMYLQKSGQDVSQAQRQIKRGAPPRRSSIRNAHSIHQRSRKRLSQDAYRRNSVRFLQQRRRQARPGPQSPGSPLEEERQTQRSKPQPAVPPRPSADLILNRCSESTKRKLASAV
TbHK1 inh: T. brucei hexokinase 1 inhibition; inhibition, % at 10 µM; AID 1430; 220,000 tested, 0.11% active; recombinant TbHK1, G6PDH-coupled NADH A340;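 active = inhibition of 50% or more in the single-dose primary screen; inactive = inhibition below 50%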
p97 inhibitor: human p97 ATPase inhibition. P55072. recombinant p97 ATPase, Kinase-Glo ATP luminescence, 3 h. inhibition, % at 8 µM. 220,000 tested, 0.42% active; in the data active = inhibition above about 15%;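 also: 0% = DMSO vehicle and 100% = wells lacking enzyme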
Furin inhibitor: human furin inhibition; 220,000 tested, 0.061% active; purified furin, fluorogenic substrate cleavage; inhibition, % at 30 µM; AID 463115; P09958; in the data active = inhibition above about 25%; also: inactives centre near -15
Target sequence (P09958 108-714 limits assumed): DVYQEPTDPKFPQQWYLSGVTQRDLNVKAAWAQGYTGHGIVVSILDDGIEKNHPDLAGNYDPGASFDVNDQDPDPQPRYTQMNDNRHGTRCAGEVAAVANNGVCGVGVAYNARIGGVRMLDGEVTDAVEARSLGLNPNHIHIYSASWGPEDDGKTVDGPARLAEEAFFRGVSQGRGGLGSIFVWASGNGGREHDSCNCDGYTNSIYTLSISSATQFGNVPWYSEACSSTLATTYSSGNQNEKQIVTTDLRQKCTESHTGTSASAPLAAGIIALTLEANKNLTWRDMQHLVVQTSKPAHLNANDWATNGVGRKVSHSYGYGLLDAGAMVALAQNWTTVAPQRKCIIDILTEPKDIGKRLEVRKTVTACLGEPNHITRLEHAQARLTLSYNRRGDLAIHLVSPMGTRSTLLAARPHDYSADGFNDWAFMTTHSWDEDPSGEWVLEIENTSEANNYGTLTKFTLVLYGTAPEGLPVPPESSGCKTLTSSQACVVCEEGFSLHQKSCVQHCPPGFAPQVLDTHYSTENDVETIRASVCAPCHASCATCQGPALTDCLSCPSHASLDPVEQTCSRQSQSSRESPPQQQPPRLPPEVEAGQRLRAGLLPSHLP
Ba/F3 V617F tox: reduce viability of Ba/F3 cells dependent on JAK2V617F; Ba/F3 EpoR-JAK2V617F viability, ATP luminescence; inhibition, % at 5.6 µM; 220,000 tested, 1.1% active;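 active = inhibition above the campaign mean plus 3 SD over all tested compounds, cut at about 24% in these data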;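 also: cytokine-independent growth of Ba/F3 cells driven by EpoR plus mutant JAK2; 0% = DMSO-treated cells and 100% = JAK inhibitor I control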
RBBP9 inh: blocks human serine hydrolase RBBP9; inhibition, % at 7.94 µM; 220,000 tested, 0.2% active; recombinant RBBP9, FP-Rh probe fluorescence polarization;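 active = inhibition above the campaign mean of all tested compounds plus 3 SD, cut at about 14% in these data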;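 also: plate controls were DMSO wells with RBBP9 for no effect and wells lacking RBBP9 protein for full effect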
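Measured by – fluorescence polarization · Test system – RBBP9 protein · Input – 2.5 µM RBBP9 dispensing solution, before mixing · Measure – percent inhibition from mP, scaled between DMSO and no-protein wells · Benchmarks – DMSO-treated enzyme wells and wells lacking RBBP9 · Times – preincubation 30 min plus labeling 45 min at 25 °C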
The depositor's hits bear a star; . = no result given; & = joins results of further samples; [ ] = remark or other dose. A portion of the library (hit frequency here may not be typical).

SMILES	PGE2 EP2 inh	BaF3 parental	PPC-1+TRAIL kill	p47phox inh	TbHK1 inh	p97 inhibitor	Furin inhibitor	Ba/F3 V617F tox	RBBP9 inh
CCN(CC)S(=O)(=O)c1cccc(-c2nnc(SCC(N)=O)n2N)c1	0	-3	6	-4	-12	8	-19	-7	2
CC(CN1CCOCC1)OC(=O)/C=C/c1ccccc1 (stereo unspecified)	5	-1	5	-7	5	-4	3	2	-10
Cc1cc(C(=O)NNc2c(Cl)cccc2Cl)n(C(C)(C)C)n1	10	-3	10	-11	-5	6	-18	-5	-6
NC(=O)N/N=C/CCc1ccccc1	5	-4	-1	-7	-10	-3	-28	-2	-4
COc1ccc(S(=O)(=O)NCCC(=O)NC2CCCCCCC2)cc1	3	-2	12	-7	1	-2	-14[20 µM]	1	-6
COc1cccc(Cn2cc(C(=O)NCCN(C)C)nn2)c1	12	3	.	-2	4	4	-21	1	-6
COc1ccc(C(=O)N(CCCO)Cc2cc3c(C)ccc(C)c3[nH]c2=O)cc1OC	10	7	2	-16	-9	-2	-18[20 µM]	4	4
CC(C)(C)NC(=O)C(=O)N/N=C/c1ccc(F)cc1	3	1	20	-4	-1	1	-16	-1	-8
CCn1c2ccccc2c2nnc(SCC(=O)Nc3ccc4c(c3)OCO4)nc21	10	-2	21	-14	1	-3	-22	-4	-4
O=C(N=Nc1c(O)n(C2OC(=O)c3ccccc32)c2ccccc12)c1ccco1 (stereo unspecified)	4	1	17	31*	-46	-2	-14	1	2
O=C(CCC1CCCN(C(=O)c2cccs2)C1)N1CCN(c2ccccn2)CC1 (stereo unspecified)	8	3	9	6	2	-7	-5	3	-12
O=C(CN1C(=O)C2C3C=CC(C3)C2C1=O)N1CCc2ccccc2C1 (stereo unspecified)	6	6	-6	3	-5	-2	-19	2	-5
CCOC(=O)Cc1nn(Cc2ccccc2)c(=O)c2ccccc12	13	5	-4	-8	1	3	-21	-3	1
CCC(O)(CC)C(=O)N=Nc1c(O)[nH]c2ccccc12	3	7	20	0	-27	4	-3	6	-7
O=C(Nc1cccc(O)c1)c1ccccc1[N+](=O)[O-]	3	4	-7	-5	-4	1	-25	0	-4
CC(=O)NCCNC(=O)c1ccc(Sc2ccccc2)c([N+](=O)[O-])c1	3	3	4	-7	1	-2	-20	2	-8
O=C(OCc1nc2ccccc2s1)c1cccc(N2C(=O)CCC2=O)c1	10	2	-4	-9	-2	1	-26	-1	-5
O=[N+]([O-])/C=C/c1cn(Cc2ccc(F)cc2)c2ccccc12	0	5	20	-1	-2	11	-5[20 µM]	-3	-20
CS(=O)(=O)c1ccc2nc(NC(=O)CN3CCN(Cc4ccccc4)CC3)sc2c1	3	5	15	-14	-2	4	-21[20 µM]	-1	-3
Cn1c(-c2csc(-c3ccccc3)n2)n[nH]c1=S	6	6	4	-3	1	1	-26	1	-8
CC(C)CCNC(=O)C(CC(C)C)N(Cc1ccc2c(c1)OCO2)C(=O)c1snc(C(N)=O)c1N (stereo unspecified)	10	7	-11	5	-3	3	-14	-2	-6
COCC(=O)N(Cc1ccc(OC)cc1)Cc1nc2ccccc2c(=O)[nH]1	14	2	12	-7	-1	5	-19[20 µM]	-1	2
Cc1ccc(C(=O)N2CCN(C)CC2)cc1S(=O)(=O)N1CCCCC1	-8	3	14	-8	-2	-4	-14	2	-7
COc1ccc2c(c1)C(c1cccs1)=NNC(c1ccncc1)=N2	6	4	6	-3	-24	-2	-18	0	-8
CN(Cc1ccccc1)C(=O)C1CCCN(Cc2cccc(Cl)c2)C1 (stereo unspecified)	3	9	10	-2	2	-3	-30	2	-5

Given with two lines to a compound: two of the compounds above
Values in the order – PGE2 EP2 inh	BaF3 parental	PPC-1+TRAIL kill	p47phox inh	TbHK1 inh	p97 inhibitor	Furin inhibitor	Ba/F3 V617F tox	RBBP9 inh
CCn1c2ccccc2c2nnc(SCC(=O)Nc3ccc4c(c3)OCO4)nc21
  10	-2	21	-14	1	-3	-22	-4	-4
O=C(N=Nc1c(O)n(C2OC(=O)c3ccccc32)c2ccccc12)c1ccco1 (stereo unspecified)
  4	1	17	31*	-46	-2	-14	1	2

More records.
SMILES	PGE2 EP2 inh	BaF3 parental	PPC-1+TRAIL kill	p47phox inh	TbHK1 inh	p97 inhibitor	Furin inhibitor	Ba/F3 V617F tox	RBBP9 inh
CC(=O)c1ccc(Cc2ncc(C(F)(F)F)cc2Cl)s1	12	7	3	4	-2	-1	-18[20 µM]	1	-6
N/C(=N\OC(=O)c1cc(-c2ccccc2)nc2ccccc12)c1ccncc1	8	9	25	-13	-4	-1	2[20 µM]	6	-2
CCOC(=O)c1ccc(CSc2nncn2N)o1	9	5	13	-6	3	1	-17[20 µM]	2	5
CC(C)(C)C(=O)/C=c1\[nH]c(=O)/c(=C\c2ccccc2F)s1	6	0	22	-4	-5	4	-32	-3	-2
COc1cc(OC)cc(C(=O)NCC(=O)OCC(=O)Nc2ccc3c(c2)OCO3)c1	7	2	17	-2	2	-2	-25	0	-8
COC(=O)c1ccccc1NC(=O)C1CCC(=O)N1S(=O)(=O)c1ccc(C)cc1 (stereo unspecified)	7	2	1	2	2	0	-6[20 µM]	-1	-8
COC(=O)n1c(=O)oc2cc(S(=O)(=O)N3CCOCC3)ccc21	5	0	10	1	-1	2	-9	-1	-12
CC(=O)Nc1cccc(NC(=O)Nc2cccc(Cl)c2C)c1	4	7	12	-18	-5	5	-17	-1	-9
COc1ccc(F)cc1C(=O)C1CCCN(Cc2ccc3c(c2)OCCO3)C1 (stereo unspecified)	8	2	11	-10	-9	-1	-18	2	-8
O=C(c1ccccc1)c1nc2ccccc2[nH]c1=O	12	0	-13	-18	-11	-2	-9	-3	-6
CCCOc1c(Br)cc(C(=O)NCC)cc1OC	10	-2	11	-12	9	-1	-11[20 µM]	-4	2
COc1cc(C(=O)Nc2c(C)cc(C)cc2C)c(Br)c(OC)c1OC	4	0	21	0	2	4	-12	-1	-3
CCc1nnc(NC(=O)[C@@H](NC(=O)c2cccc(S(=O)(=O)N3CCOCC3)c2)C(C)C)s1	13	1	6	-5	1	-2	-15[20 µM]	-3	-10
CC(C)CC(=O)NS(=O)(=O)c1ccc(N)cc1	15	1	16	-2	0	-3	-7[20 µM]	-2	-7
COc1cccc2c1N1C(=O)c3c(C(=O)O)cccc3C1CC2(C)C (stereo unspecified)	7	1	2	-58	2	-4	-13	1	-4
O=C(CN1C(=O)c2cccc3cccc(c23)C1=O)N1CCOCC1	9	2	12	-4	-19	5	-24	0	-3
Cc1csc(CN(C)C(=O)CC2C(=O)NCCN2CC(C)(C)C)n1 (stereo unspecified)	4	9	14	3	1	-4	-21	4	-1
O=C(Nc1ccncc1)c1cc(-c2ccccn2)nc2ccc(Br)cc12	19	3	13	-31	-3	-2	-17	1	-4
COCCNC(=O)CSc1nc2cc(OC)c(OC)cc2c(=O)n1CCc1ccc(S(N)(=O)=O)cc1	6	4	11	8	-1	-2	-1	3	-8
O=C(NCc1ccccc1)C1CCCN(S(=O)(=O)c2cccs2)C1 (stereo unspecified)	2	0	-27	-10	-10	0	-14[20 µM]	-2	-4
CC(C)(C)SCCNC(=O)COc1ccccc1	6	2	6	-7	5	3	-12[20 µM]	-3	-5
COc1ccc(CNC(=O)Cn2nc(C(F)(F)F)c3c2CCC3)cc1	4	1	14	-11	2	3	-17[20 µM]	3	-8
COc1ccc(Nc2cc(C(=O)NCc3cccnc3)c3ccccc3n2)c(OC)c1	7	8	32	-12	-5	4	-13	-2	10
COc1ccc(S(=O)(=O)N2CCCOC2CNC(=O)C(=O)NCc2ccco2)cc1 (stereo unspecified)	4	3	-1	-11	2	-1	-12	1	-6
O=C(Cc1cccs1)NCC1CCCO1 (stereo unspecified)	-5	9	-22	-18	-8	0	-24	2	-3

Three of the entries above in order of the TbHK1 inh value, falling:
mol | p47phox inh | TbHK1 inh | p97 inhibitor | Furin inhibitor | RBBP9 inh
CC(C)(C)SCCNC(=O)COc1ccccc1 | -7 | 5 | 3 | -12[20 µM] | -5
COc1cc(C(=O)Nc2c(C)cc(C)cc2C)c(Br)c(OC)c1OC | 0 | 2 | 4 | -12 | -3
CCc1nnc(NC(=O)[C@@H](NC(=O)c2cccc(S(=O)(=O)N3CCOCC3)c2)C(C)C)s1 | -5 | 1 | -2 | -15[20 µM] | -10

(list continues)
SMILES	PGE2 EP2 inh	BaF3 parental	PPC-1+TRAIL kill	p47phox inh	TbHK1 inh	p97 inhibitor	Furin inhibitor	Ba/F3 V617F tox	RBBP9 inh
CN(CC(=O)Nc1nc2ccccc2s1)S(=O)(=O)c1ccc(Cl)cc1	2	0	3	-47	-4	-1	-14[20 µM]	-3	-1
CCC(C(=O)Nc1sc(C(N)=O)c(C)c1C(=O)OC)c1ccccc1 (stereo unspecified)	8	8	21	-28	-5	4	-21	5	-4
CCOc1ccc(Nc2ncnc3c2cnn3-c2ccccc2)cc1	.	6	8	-15	1	4	-9	1	-3
C=CCn1c(=S)[nH]c2sc3c(c2c1=O)CCC3	27	-1	19	-5	-31	-1	-25[20 µM]	-1	-2
N#C/C(=C\c1c[nH]c2ccccc12)C(=O)NCC1CCCO1 (stereo unspecified)	8	5	28	-17	4	7	-17	-3	-9
COc1ccc(Br)cc1CN(C)C(C)C(=O)Nc1cc([N+](=O)[O-])ccc1OC (stereo unspecified)	5	8	-6	-23	-7	-4	-12	4	2
CC(NC(=O)C12CC3CC(CC(C3)C1)C2)C(=O)N/N=C/C1=C(N2CCOCC2)C(=C\c2ccccc2)/CC1 (stereo unspecified)	7	7	5	-7	-28	-1	-5	5	1
CCc1ccc(C(=O)NC(CCSC)C(=O)OC)cc1 (stereo unspecified)	9	4	7	6	-2	-2	-22	0	-3
COc1ccc(N(C(=O)c2ccco2)C(C(=O)NC2CCCC2)c2cccs2)cc1OC (stereo unspecified)	13&13	6	14	-11	-4	-5	-16[20 µM]	4	-4
CCCCNC(=O)N1CCN(C(=O)C2CCCO2)CC1 (stereo unspecified)	5	10	-8	0	1	3	-24	1	-6
Cc1ccc(N)c2c1OCCC2=O	2	9	11	-20	5	2	-12	0	-7
COc1ccc(Br)cc1/C(C)=N/NC1=NCCN1	15	7	12	-6	-6	-1	-15[20 µM]	6	0
Cc1cc(NC(=O)CSCCc2ccncc2)no1	7	8	1	2	5	-3	-9	1	-7
OCC#Cc1ncc(C(F)(F)F)cc1Cl	2	2	13	-6	-11	28*	-21	-1	-6
COc1ccccc1/C=N\N=C(\N)c1ccccn1	12	4	11	-6	-29	4	-1	0	4
CC(C)C(=O)Nc1cccc(-c2cn3ccsc3n2)c1	9	1	8	-10	-2	3	-20[20 µM]	-1	5
CCc1cc(-c2[nH]ncc2-c2nc3ccccc3n2C)c(O)cc1O	4	1	0	-9	-1	-2	-7	4	-5
CCc1nc2ccccc2nc1N1CCN(S(=O)(=O)c2ccc(Cl)cc2)CC1	6	5	9	12	20	0	-32	-3	-13
CCNC(=O)CN(CCc1ccccc1)S(C)(=O)=O	8	0	-5	-7	0	13	18[20 µM]	-5	-4
O=C(N/N=C/C=C/c1ccccc1)C(O)c1ccccc1 (stereo unspecified)	7	9	.	.	-21	-2	-27[20 µM]	1	-2
Oc1[nH]c2ccccc2c1C1=NCCCCC1	4	0	-20	-5	-56	2	2	-2	2
O=C(N/N=C/c1ccc(-c2cccc(C(F)(F)F)c2)o1)c1ccccc1Br	20	3	2	-21	15	-10	-7	4	-8
NC(=O)C1CCN(C(=S)NCCc2ccccc2)CC1	2	4	7	-5	2	3	-12	-2	-7
COc1ccc(NS(=O)(=O)c2ccc(C)cc2)c([N+](=O)[O-])c1	6	-1	-5	-5	-11	5	-9	-3	-5
CCCCNC(=O)c1onc(CSc2ccccc2CC)c1C(=O)O	23	3	-11	-4	-2	-2	2[20 µM]	3	13

Compound activity as filed in PubChem.
